Assay outcomes from PubChem.
BRCA1 expr up: activators of BRCA1 expression; MCF7-BRCA1-FFLuc reporter, luminescence, 48 h; response scale: scaled: vehicle 0%, 10 µM genistein 100%; Potency, µM (series often up to 46.1 µM), without a hit: at the top dose activation, actives largely listed as activators; 380,000 tested, 1.1% active; AID 624202; further: potency means the concentration at half of the fitted maximal effect; nearly all actives have a fitted effect of over 80% in size; some results filed as inactive show a strong effect at the top dose
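Activators of BRCA1 expression were detected as increased firefly luciferase luminescence in engineered MCF7 cells after 48 h compound incubation. Signals were scaled to genistein 10 microM as full activation.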
ELG1 genotoxic: inducers of genotoxicity in HEK293T ELG1-luciferase cells; HEK293T ELG1-luciferase reporter, luminescence, 16 h; Potency, µM (top dose mostly 46 µM), for the others: at the top dose activity change, positive = activation, hits mostly activators; 330,000 tested, 1.3% active; AID 504466; further: potency means the concentration at half of the fitted maximal effect; % of control where 0% means no effect; nearly all actives have a fitted effect of over 60% in size
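Quantitative HTS format in 1536-well plates. HEK293T ELG1-luciferase reporter cells receive test compound and are incubated 16 hr at 37 °C, 5% CO2; ONE-Glo added, 30 min room temperature, then luminescence read.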
a7 integrin act: activators of alpha7 integrin expression for muscular dystrophy; alpha7betagal myoblasts, beta-gal FDG fluorescence, 48 h; Potency, µM (highest dose often 38.3 µM), for inactives: top-dose activation, actives largely listed as activators; 350,000 tested, 0.064% active;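 further: potency means the concentration at half of the fitted maximal effect; 100% = response of the positive control SU9516; nearly all actives have a fitted effect of over 60% in size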
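alpha7betagal+/- myoblasts (passage 13, 250/well) treated 48 h at 37C with compounds at 1:260 dilution of DMSO stock. Lysed, then beta-galactosidase activity read as FDG fluorescence (ex 480/em 540) after 30 min, with pre-read for autofluorescence.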
B2AR arrestin: agonists driving beta-arrestin recruitment to human beta2-adrenergic receptor | P07550 | Potency, µM (doses to about 46.1 µM), for inactives: at the top dose activation, actives largely listed as activators | AID 492947 | 330,000 tested, 0.02% active | beta-arrestin recruitment to beta2AR, cell-based reporter;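 further: potency means the concentration at half of the fitted maximal effect; 0% = DMSO controls and full agonism = EC100 isoproterenol or metaproterenol; nearly all actives have a fitted effect of over 65% in size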
Target sequence (P07550 whole entry, looked up): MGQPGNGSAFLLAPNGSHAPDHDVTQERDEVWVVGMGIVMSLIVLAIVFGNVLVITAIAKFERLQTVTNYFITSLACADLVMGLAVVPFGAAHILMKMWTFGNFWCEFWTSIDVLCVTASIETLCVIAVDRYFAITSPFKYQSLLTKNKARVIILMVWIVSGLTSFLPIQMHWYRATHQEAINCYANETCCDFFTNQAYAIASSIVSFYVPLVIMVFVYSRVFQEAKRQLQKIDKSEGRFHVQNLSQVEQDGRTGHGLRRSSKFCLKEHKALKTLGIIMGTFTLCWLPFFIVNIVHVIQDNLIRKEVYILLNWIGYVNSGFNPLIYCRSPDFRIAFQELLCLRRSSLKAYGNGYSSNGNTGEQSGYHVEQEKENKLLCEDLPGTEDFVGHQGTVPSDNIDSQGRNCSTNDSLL
uPA surface inh: cell surface uPA generation inhibition. Potency, µM (highest dose often 38.3 µM), inactives show at the highest dose activity change, negative = inhibition, actives largely listed as inhibitors. cell surface uPA generation assay, qHTS. 330,000 tested, 0.31% active. AID 540303; active means well fitted inhibition curve with a large enough effect; inconclusive means small, poorly fitted or top-dose-only effect; inactive means no such curve, though single readings can be large or run the other way; tested in mouse RAW 264.7 cells; further: potency means the concentration at half of the fitted maximal effect; on the % scale 0 is the no-effect control and ±100 the full control effect; nearly all actives have a fitted effect of over 55% in size
USP2a block: USP2a (human) protease inhibition; 330,000 tested, 0.01% active; USP2 core, Ub-CHOP2 coupled fluorogenic reporter, 485/531; Potency, µM (top dose mostly 38.3 µM), for inactives: top-dose activity change, negative = inhibition, hits mostly inhibitors;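 further: potency means the concentration at half of the fitted maximal effect; plate controls were DMSO wells for no effect and full inhibition by NEM control for full effect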
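USP2 core (10nM final) preincubated 30min RT with compound in 20mM Tris-HCl pH 8.0, 2mM CaCl2, 2mM beta-mercaptoethanol, 0.05% CHAPS; 25nM Ub-CHOP2 plus 25nM reporter substrate added, fluorescence (Ex485/Em531) read after 60min.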
p53 reactivator: mutant p53 re-activation in reporter cells | H1299 p53-A138V BP100-luciferase reporter, luminescence, 24 h | Potency, µM (titrated, usually from 92.2 µM), without a hit: at the highest dose activity change, positive = activation, most hits filed as activators | 320,000 tested, 0.063% active; further: potency means the concentration at half of the fitted maximal effect; % of control where 0% means no effect; nearly all actives have a fitted effect of over 45% in size
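p53-null H1299 cells stably carrying temperature-sensitive p53-A138V and a BP100-luciferase reporter were pinned with compounds (4-point, 1:5 series) and held 24 hrs at 37 deg C. Luminescence was read 10 min after detection reagent.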
PTAP TSG101 blk: blocks PTAP/TSG101 interaction to inhibit HIV-1 budding | Q99816 | Fluorescence polarization, FITC-PTAP peptide / Tsg101 binding | Potency, µM (doses to about 115 µM), inactives show at the highest dose activity change, negative = inhibition, hits mostly inhibitors | 340,000 tested, under 10 active | AID 493005; active means well fitted inhibition curve with a large enough effect in the main read-out, with a control signal flat, not every such curve was filed as active; inconclusive means small, poorly fitted or top-dose-only effect, or effect the other way, or a change in a side signal; inactive means no such curve, though single readings can be large or run the other way; further: potency means the concentration at half of the fitted maximal effect; % of control where 0% means no effect
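Fluorescence anisotropy tracks displacement of a FITC-tagged PTAP peptide (50 nM) from the Tsg101 binding domain (10 uM), following a 20 min room-temperature incubation at pH 7.5.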
ASM inhibitor: blocks human secretory acid sphingomyelinase. P17405. placental ASM, HMU-PC fluorogenic substrate, 60 min. Potency, µM (top dose mostly 57.5 µM), for inactives: at the top dose activity change, negative = inhibition, most hits filed as inhibitors. 340,000 tested, 0.006% active; further: potency means the concentration at half of the fitted maximal effect
Target sequence (P17405 47-631 limits assumed): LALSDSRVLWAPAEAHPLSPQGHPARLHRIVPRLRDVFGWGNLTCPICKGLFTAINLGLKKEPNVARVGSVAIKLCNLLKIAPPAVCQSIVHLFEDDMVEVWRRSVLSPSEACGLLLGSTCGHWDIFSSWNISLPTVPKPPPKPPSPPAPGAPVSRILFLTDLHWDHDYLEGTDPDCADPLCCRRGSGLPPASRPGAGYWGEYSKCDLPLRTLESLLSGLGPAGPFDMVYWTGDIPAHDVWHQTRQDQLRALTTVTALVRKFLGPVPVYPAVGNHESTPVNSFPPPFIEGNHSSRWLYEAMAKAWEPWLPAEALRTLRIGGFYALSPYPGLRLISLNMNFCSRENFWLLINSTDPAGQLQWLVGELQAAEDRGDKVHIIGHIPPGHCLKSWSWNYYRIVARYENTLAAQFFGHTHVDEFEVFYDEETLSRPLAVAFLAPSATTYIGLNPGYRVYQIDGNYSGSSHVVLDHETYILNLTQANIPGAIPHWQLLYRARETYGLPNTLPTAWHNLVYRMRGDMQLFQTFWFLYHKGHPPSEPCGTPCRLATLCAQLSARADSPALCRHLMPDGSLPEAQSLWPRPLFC
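HMU-PC0 cleavage (9 uM final) by human placental ASM, 60 min at 37 °C following 10 min compound exposure at RT; stopped at pH 10, fluorescence Ex 386/Em 447 nm.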
TRPV1 ag: human TRPV1 agonism; 320,000 tested, 0.19% active; activation, % at 8.33 µM; AID 540275; TRPV1-expressing cells, Fluo-8 calcium influx, agonist mode; Q8NER1; in the data active means activation above about 80%; inconclusive means between about 30% and that limit; further: 0% is about no effect
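Cells expressing TRPV1 were dye-loaded with Fluo-8 and read kinetically: 10 s baseline, 3 min after compound (agonist portion), then 2 min after EC20 capsaicin (allosteric enhancer portion). Calcium-bound dye fluorescence at 480/520 nm.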
Eya2 inh: inhibitors of human Eya2 phosphatase activity; O00167; AID 488837; 330,000 tested, 0.006% active; recombinant Eya2, OMFP fluorescence dephosphorylation (OMFP is methylfluorescein phosphate); Potency, µM (highest dose often 76.9 µM), inactives show at the top dose activity, negative = inhibition, most hits filed as inhibitors; further: potency means the concentration at half of the fitted maximal effect; on the % scale 0 is the no-effect control and ±100 the full control effect
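Eya2 protein (added as 0.2 uM solution) was preincubated with compound for 10 min at ambient temperature in 50 mM HEPES pH 7.5, 50 mM NaCl, 5 uM MgCl2, 0.05% BSA, 1 mM DTT. OMFP (added at 50 uM) then reacted 10 min; fluorescence read at 485/525 nm.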
Active calls of the source: *; ? = inconclusive; / = not tested or not shown; & = joins results of further samples; [ ] = dose if it differs, or a comment. Unless noted, the call rests on the fitted dose curve; in most records, active means well fitted curve in the direction sought with a large enough effect; inconclusive means small, poorly fitted or top-dose-only effect, or another doubt; inactive means no such curve, though single readings can be large; an effect the other way counts as inactive or inconclusive. Only part of the results is shown. The share of hits here may be higher or lower than overall.

Below each compound – BRCA1 expr up, p53 reactivator, uPA surface inh, ASM inhibitor, USP2a block, Eya2 inh, PTAP TSG101 blk, a7 integrin act, TRPV1 ag, B2AR arrestin, ELG1 genotoxic
- COc1ccc(N2CCN(C(CNC(=O)Oc3ccccc3)c3cccnc3)CC2)cc1 (stereo unspecified)
 : -3%, 15%, 9%, 1%, 0%, 1%, -11%, -10%, 0, -0.1%, 0%
- O=C(O)C1(c2ccc(Cl)cc2)CCC1
 : -10%, ?, 7%, 0%, 4%, -28%, -1%, -2%, -16, -0.2%, 1%
- Nc1ccc(Br)cc1C(=O)c1ccccc1
 : -13%, 9%, -3%, -4%, 4%, -23%, -3%, 7%, 0, 0.0%, 11%
- COc1ccc(N2C(=O)CS(=O)C(c3ccccc3)C2=O)cc1 (stereo unspecified)
 : -6%, ?, -4%, -1%, -3%, 10%, 0%, -34%[inhibitor], 4, 0.0%, 14%
- CN(C)c1ccc(C2C3C=CC(C3)C2(C#N)C(=O)O)c(Br)c1 (stereo unspecified)
 : 13%, 1%, 16%, 4%, 2%, 8%, -2%, ?, -1, -0.2%, 14%
- C#CCOC(=O)C1=CCCN(C)C1
 : -2%, 12%, -25%, -9%, 1%, -1%&0%, 0%, /, 8, -0.1%, 3%
- Cc1n[nH]c(C)c1CCCCOc1ccccc1[N+](=O)[O-]
 : -19%, /, ?, 0%, 3%, 4%, 0%, 22%, 15, 0.4%, -1%
- OC(CNC1CCCCC1)c1ccccc1 (stereo unspecified)
 : -1%, -3%, 0%, 1%, 2%, 8%, -3%, 4%, 12, 0.2%, 0%
- CSc1ncc(CN2CCCC(C(=O)c3sccc3C)C2)cn1 (stereo unspecified)
 : -24%, -2%, 2%, 1%, 0%, -7%, -1%, 1%, 1, -0.1%, -5%
- CC1CCCN(C(=O)c2ccc(N3CC4CC(C3)c3cccc(=O)n3C4)c([N+](=O)[O-])c2)C1 (stereo unspecified)
 : -1%, -7%, -2%, 1%, 3%, 6%, -1%, 23%, -4, -0.7%, 0%
- CC(=O)O[C@H]1CC[C@@]2(C)[C@H](C1)C(=O)C[C@H]1[C@@H]3CC[C@@H]4[C@@H](CN5C[C@@H](C)CC[C@H]5[C@@]4(C)O)[C@@H]3C[C@@H]12
 : -4%, -3%, -2%, -7%, 2%, -16%, -11%, -76%[inhibitor], 2, -0.1%, -6%
- CCn1c(O)c(/C=N/NC(=O)c2ccncc2)c(=O)[nH]c1=S
 : 2%, 2%, 9%, 136%[activator], -2%, -12%, -1%, 1%, 3, -0.1%, -1%
- N#CC1=C(N)Oc2c(c(=O)oc3ccccc23)C1c1ccccc1OC(=O)c1cccs1 (stereo unspecified)
 : -16%, ?, -5%, /, 3%, 2%, -3%, -44%, -2, -0.9%, 0%
- O=C1N(c2cccc(Cl)c2)C(c2cccnc2)N2CCCN12 (stereo unspecified)
 : 0%, -2%, 4%, 4%, 3%, -6%, -5%, -3%, 18, -0.3%, 5%
- CCN(CC)CCNCC(=O)Nc1ccc(Cl)cc1C(=O)c1ccccc1
 : -11%, 5%, 2%, 1%, 2%, -12%, -5%, -41%, 0, -0.1%, -2%
- COCCCN=Cc1c(O)[nH]c(=S)[nH]c1=O
 : 0%, 6%, 2%, 7%, -1%, -3%, 1%, 3%, -1, -0.7%, 5%
- Cc1ccc(-c2nc(CS(=O)(=O)CC(=O)N3CCCCCC3)c(C)o2)cc1
 : -23%, 3%, ?, -5%, 2%, 3%, -4%, 6%, -4, 2.5%, ?
- CCN1C[C@]2(CO)CC[C@H](OC)[C@@]34C5C[C@H]6[C@H](OC)C5[C@](O)(C[C@H]6OC)[C@@H](C(OC)C23)[C@@H]14 (stereo partly specified)
 : -1%, /, -7%, -2%, /, /, 0%, 3%, /, /, /
- O=C(c1ccccc1)c1cn(CC(=O)N2CCCc3ccccc32)c2ccccc12
 : -66%, 1%, 4%, -5%, -10%, 2%, -1%, 9%, 7, 0.0%, -3%
- Cn1c(=O)oc2cc(NC(=O)CCl)ccc21
 : -44%, -14%, ?, 6%, -2%, 13%, -2%, -65%[inhibitor], -1, 0.5%, -13%
- O=C1NC(=O)N(c2ccccc2)C(=O)/C1=C/c1ccc([N+](=O)[O-])s1
 : -36%, 1%, -2%, -9%, 0%, 14%, 2%, -15%, 4, -0.7%, 3%
- CS(=O)(=O)CCN1CC2CCCC(C2)C1
 : 20%, /, 0%, 4%, /, /, 0%, -26%, /, /, /
- CCCCn1c(O)c(C=NCCN2CCCCC2)c(=O)[nH]c1=O
 : -4%, -5%, 0%, 1%, 2%, 8%, -6%, 3%, /, -0.5%, 4%
- CN1CCN(C(=O)COc2ccc3ccccc3c2)CC1
 : 60%, 5%, -1%, -2%, 4%, -9%, -5%, 16%, -2, -0.7%, 13%
- Cc1cc(C)n(-c2ccc(NN=C(C#N)C#N)cc2)n1
 : -16%, 14%, ?, -13%, 0%, -1%, -6%, 8%, 4, 0.1%, -5%
- COc1ccc(CNCCc2ccc3c(c2)OCO3)cc1Br
 : -4%, -8%, -11%, -1%, 1%, 7%, -4%, -10%, -5, 0.7%, -2%
- C[C@]12CCC3C(C(=O)C[C@H]4C[C@@H](O)CC[C@]34C)C1CCC2=O (stereo partly specified)
 : -4%, -4%, 4%, 1%, 3%, -8%, 1%, 5%, /, -0.4%, -1%
- Cc1c(Cl)cccc1N1C(=O)NC(=O)/C(=C\c2cc(C)n(-c3cccc(C(=O)O)c3C)c2C)C1=O
 : 5%, -11%, 2%, 3%, -1%, 5%, -8%, -3%, -3, -0.4%, 1%
- N#CCCn1cc(C(=O)Nc2ccccc2Br)c(-c2ccc([N+](=O)[O-])cc2)n1
 : -6%, -2%, -3%, -2%, 1%, -2%, 2%, -18%, 7, -0.1%, 0%
- CC(=O)C1CCC2C3C(N4CC4)CC4=CC(=O)CCC4(C)C3CCC12C (stereo unspecified)
 : -44%, /, -5%, 17%, /, /, -6%, 2%, /, /, /
- COC(=O)N(c1ccccc1)P1(=S)OCCO1
 : 6%, -4%, 4%, -2%, 0%, 31%[15.4 µM], -7%, -3%, 2, -0.6%, 3%
- Nc1c(-c2ccccc2)cnn1-c1ccccc1
 : ?, 23%, ?, 8%, 0%, -3%, 0%, -30%, 2, -1.0%, ?
- O=P(O)(O)Cc1c(Cl)cccc1Cl
 : 39%, -3%, 4%, -7%, 3%, 3%, 0%, -14%, 1, 2.2%, 1%
- CCOC(=O)C1(CCc2ccccc2)CCN(Cc2ccc(NC(C)=O)cc2)CC1
 : -30%, 3%, -1%, -4%, -2%, -13%, 0%, -5%, 11, -0.9%, -5%
- C=CCC[C@H](Cc1ccc(F)cc1)C(=O)OC[C@@H](Cc1c[nH]c2ccccc12)NC(=O)[C@@H](CC=C)CC(=O)N(CCO)Cc1ccccc1
 : -69%, 14%, -14%, -15%, -2%, -23%, -5%, -43%, /, -0.9%, -7%
- CC(=O)N1CC(=O)Nc2ccc(Br)cc2C1c1ccc(F)cc1 (stereo unspecified)
 : 2%, -1%, -20%, -1%, -1%, 4%, -7%, ?, 9, 0.1%, 0%

In another format: results already given
| SMILES | BRCA1 expr up | p53 reactivator | uPA surface inh | ASM inhibitor | USP2a block | Eya2 inh | PTAP TSG101 blk | a7 integrin act | TRPV1 ag | B2AR arrestin | ELG1 genotoxic |
| --- | --- | --- | --- | --- | --- | --- | --- | --- | --- | --- | --- |
| Nc1c(-c2ccccc2)cnn1-c1ccccc1 | ? | 23% | ? | 8% | 0% | -3% | 0% | -30% | 2 | -1.0% | ? |
| CC(=O)N1CC(=O)Nc2ccc(Br)cc2C1c1ccc(F)cc1 (stereo unspecified) | 2% | -1% | -20% | -1% | -1% | 4% | -7% | ? | 9 | 0.1% | 0% |
| C=CCC[C@H](Cc1ccc(F)cc1)C(=O)OC[C@@H](Cc1c[nH]c2ccccc12)NC(=O)[C@@H](CC=C)CC(=O)N(CCO)Cc1ccccc1 | -69% | 14% | -14% | -15% | -2% | -23% | -5% | -43% | / | -0.9% | -7% |
| COC(=O)N(c1ccccc1)P1(=S)OCCO1 | 6% | -4% | 4% | -2% | 0% | 31%[15.4 µM] | -7% | -3% | 2 | -0.6% | 3% |
